Bioassay records (PubChem BioAssay)
NS3 helicase inh = inhibitors of HCV NS3 helicase, primary screen, biochemical, Cy5 molecular beacon fluorescence | Hepatitis C virus NS3 helicase | NS3 helicase DNA unwinding | inhibition, % at 10.9 µM | 290,000 tested, 0.56% active | AID 1800, 2009;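 active means inhibition above the mean of all tested compounds plus 3 SD, set per campaign, cut at about 35% in these data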;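 further: 0% = DMSO wells and 100% = thioflavine S control wells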
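test system = hepatitis C virus NS3 helicase domain fragment enzyme | reagent = annealed dual-labelled DNA beacon duplex, ATP-started | times = 1 h at 25 °C | detection = Cy5 fluorescence, 0 and 60 min reads | read-out basis = percent inhibition from t60/t0 fluorescence ratio | control set = DMSO and thioflavine S | replication = one well per compound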
IMP-1 inh = IMP-1 metallo-beta-lactamase inhibitors, primary screen, biochemical, epi-absorbance readout, Pseudomonas aeruginosa enzyme | metallo-beta-lactamase IMP-1 (Pseudomonas aeruginosa) | inhibition, % at 5.6 µM | 290,000 tested, 0.45% active | purified IMP-1, nitrocefin hydrolysis, epi-absorbance fluorescence;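 active means inhibition above the mean plus 3 SD of all compounds in the same screening run, cut at about 4.5% in these data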;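 further: 0% = IMP-1 with DMSO and 100% = DMSO wells lacking enzyme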
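Assay system: purified IMP-1; Quantity: IMP-1 0.2 nM before substrate addition; Medium: HEPES buffer pH 7.1 with ZnSO4 and Brij 35; Incubation: 15 min enzyme–compound preincubation, then 25 min nitrocefin reaction, 25 °C; Signal: fluorescence quenching readout, ex 480/em 530 nm; Controls: DMSO with and without IMP-1; Repeats: singlicate testing.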
FID counter = compounds displacing fluorescent DNA intercalator, primary screen, artefact control for HCV NS3 helicase inhibitor project, biochemical, FID fluorescence | 290,000 tested, 0.17% active | AID 1845, 2009 | inhibition, % at 7.9 µM | DNA fluorescent intercalator displacement; in the data active means inhibition above about 37%;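 further: 0% = vehicle and 100% = reference compound; higher means more ethidium bromide displaced from hairpin DNA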
PHOSPHO1 block = PubChem AID 1565; Phosphoethanolamine/phosphocholine phosphatase (Homo sapiens), Q8TCT1; recombinant PHOSPHO1, absorbance phosphatase assay; inhibition, % at 13.3 µM; 290,000 tested, 1.1% active; in the data active means inhibition above about 60%
MEKK3 PB1 HTS = modulators of MEKK3-MEK5 PB1 binding, primary screen, biochemical, wildtype MEKK3, multiplex bead flow cytometry, Alexa488-MEK5 | AID 1529, 2009 | Mitogen-activated protein kinase kinase kinase 3 (Homo sapiens), Q99759 | binding response (% of control), % at 10 µM | 290,000 tested, 1.4% active | bead-based flow cytometry, Alexa488-MEK5 binding to MEKK3; actives lie on both sides; 0 = blocked by unlabeled MEK5, 100 = vehicle;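 active means binding response more than 3 SD above or below the average of its plate-row segment, actives on both sides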;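 further: Alexa488 bead fluorescence after subtracting the streptavidin-only scavenger bead signal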
IDE cell activ = human IDE activators in live cells, primary screen, fluorescence polarization, HEK cells, FAbeta-B substrate; Insulin-degrading enzyme (Homo sapiens), P14735; FAbeta-B cleavage; 0% vehicle, 100% cell-free pure enzyme wells; activation, % at 5.96 µM; 340,000 tested, 0.073% active; AID 493087, 2011;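 active means activation above the mean of all tested compounds plus 3 SD, set per screening campaign, cut at about 17% in these data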
Target sequence (P14735 whole entry, looked up): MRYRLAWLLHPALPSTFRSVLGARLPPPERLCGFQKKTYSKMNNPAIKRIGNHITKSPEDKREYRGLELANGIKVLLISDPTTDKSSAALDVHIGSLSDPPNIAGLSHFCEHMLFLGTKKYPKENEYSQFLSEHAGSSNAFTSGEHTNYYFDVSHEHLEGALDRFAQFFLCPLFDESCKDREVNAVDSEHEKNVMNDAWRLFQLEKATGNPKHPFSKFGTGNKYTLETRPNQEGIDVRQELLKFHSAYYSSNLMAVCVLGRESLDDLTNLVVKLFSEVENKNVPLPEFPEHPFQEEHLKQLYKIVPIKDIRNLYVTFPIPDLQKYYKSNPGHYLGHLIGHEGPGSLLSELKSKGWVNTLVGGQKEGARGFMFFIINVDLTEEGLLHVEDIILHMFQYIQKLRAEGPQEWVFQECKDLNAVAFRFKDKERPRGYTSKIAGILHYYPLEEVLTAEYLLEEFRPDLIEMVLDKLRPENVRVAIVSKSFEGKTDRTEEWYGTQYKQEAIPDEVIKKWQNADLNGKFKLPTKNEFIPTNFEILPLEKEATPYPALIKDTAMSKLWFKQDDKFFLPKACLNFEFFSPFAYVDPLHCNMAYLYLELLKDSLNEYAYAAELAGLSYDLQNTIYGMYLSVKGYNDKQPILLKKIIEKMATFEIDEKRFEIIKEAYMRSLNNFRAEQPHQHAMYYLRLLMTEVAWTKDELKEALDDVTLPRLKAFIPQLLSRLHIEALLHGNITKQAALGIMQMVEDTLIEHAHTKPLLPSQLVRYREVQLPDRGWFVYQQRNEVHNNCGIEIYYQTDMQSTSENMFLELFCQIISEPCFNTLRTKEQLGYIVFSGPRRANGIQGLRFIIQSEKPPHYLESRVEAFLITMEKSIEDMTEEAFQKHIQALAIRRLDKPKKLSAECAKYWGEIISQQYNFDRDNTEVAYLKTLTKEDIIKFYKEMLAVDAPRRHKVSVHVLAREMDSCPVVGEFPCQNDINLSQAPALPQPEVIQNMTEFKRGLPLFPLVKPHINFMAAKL
UBC9 SUMO inh = inhibitors of in vitro SUMOylation cascade, primary screen, biochemical, HTRF, uHTS; SUMO-conjugating enzyme UBC9 (Homo sapiens), P63279; HTRF SUMOylation assay, SAE1/SAE2 + UBC9; inhibition, % at 35 µM; 290,000 tested, 0.36% active; AID 2006, 2009; in the data active means inhibition above about 50%, passing the limit was not always enough; further: strong numbers were not always called active
p-CIP stab down = p/CIP-EGFP fusion destabilizers, primary screen, fluorescence, F442A cells; Q05BA5; 16 h; decrease of EGFP signal, % at 10 µM; 290,000 tested, 0.01% active;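 active means EGFP signal decrease of at least 30% at 10 µM or well 3 SD below plate mean, unless failing retest; inactive means the rest, including hits failing retest or dose response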; further: some compounds called inactive have numbers as strong as hits; many of its hits are not listed in these tables
VIM-2 inhibitor = VIM-2 metallo-beta-lactamase inhibitors, primary screen, biochemical, epi-absorbance readout, Pseudomonas aeruginosa enzyme; purified VIM-2, nitrocefin hydrolysis, epi-absorbance fluorescence; inhibition, % at 5.6 µM; 290,000 tested, 0.89% active; AID 1527, 2009;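 active means inhibition above the mean of all tested compounds plus 3 SD, cutoff set per screening run, cut at about 7.5% in these data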;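 further: red hydrolysis product quenches plate fluorescence so inhibitors raise well fluorescence; 0% = enzyme with DMSO and 100% = DMSO without enzyme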
* marks the source's active call; other numbers are inactive results; . = not tested or not shown. These rows are one share of the data; rates above refer to the full screens.

item	Structure	MEKK3 PB1 HTS	PHOSPHO1 block	UBC9 SUMO inh	FID counter	IMP-1 inh	p-CIP stab down	VIM-2 inhibitor	NS3 helicase inh	IDE cell activ
1	Cc1ccc(NS(=O)(=O)c2ccc(OCC(=O)Nc3cccc([N+](=O)[O-])c3)c(C)c2)cc1	104.0	-10.0	-25.6	7.4	-1.8	-4.6	0.5	-27.0	-3.1
2	COc1ccc(Cl)cc1S(=O)(=O)N1CCC(C(=O)NC2CCCC2)CC1	98.0	-9.1	-1.5	-39.7	-3.4	-1.0	1.1	-0.5	0.1
3	Cc1nc2nc[nH]c2cc1Br	96.0	-1.5	-5.7	-3.0	-5.1	-8.6	-3.1	7.0	1.5
4	Cc1cc(C=O)c(C)n1-c1ccc(Oc2ccc([N+](=O)[O-])cn2)cc1	75.0	18.6	11.1	-10.0	-2.4	9.1	-1.3	-1.2	0.1
5	S=C(NCc1ccccn1)Nc1ccccc1	94.0	2.6	-2.8	-3.2	-2.8	-8.3	-1.1	-1.2	2.8
6	CC1(C)CC(=O)C2=C(C1)OC(N)=C(C#N)C2c1ccc(OC(=O)N2CCOCC2)cc1 (stereo unspecified)	98.0	0.5	20.8	-22.9	-3.9	-12.7	-2.1	9.9	3.5
7	Cn1cccc1CC(=O)N/N=C/C(Cl)=C/c1ccccc1	106.0	4.1	29.7	-11.3	-4.0	-5.3	-3.8	27.6	4.5
8	O=C(NCc1ccccc1)c1ccc2nccnc2c1	109.0	1.9	15.9	0.7	0.8	-4.8	-1.4	-5.5	2.4
9	COc1cccc(NC(=S)N2CCN(c3ccccn3)CC2)c1	99.0	-5.8	2.4	0.8	1.0	0.3	1.1	-6.9	-4.9
10	COC(=O)/C(C#N)=C/c1ccc(C)o1	100.0	-15.8	-0.4	4.6	-4.7	10.4	-2.1	9.4	2.6
11	Cc1ccc(C)c(N2C(=N)S/C(=C\c3ccc(-c4ccccc4C(=O)O)o3)C2=O)c1	123.0	-23.5	14.8	-21.9	-1.6	-16.7	-1.1	20.8	-13.4
12	FC(F)(F)c1cnc(C(c2ccccc2)c2ncn[nH]2)c(Cl)c1 (stereo unspecified)	92.0	42.1	18.3	-3.1	-2.6	4.0	-3.1	2.2	10.3
13	Cc1ccc(S(=O)(=O)N2CCN(C3CC4CCC3C4)CC2)cc1 (stereo unspecified)	101.0	44.9	-1.7	-4.5	-2.1	-4.4	-4.2	-4.7	4.3
14	COc1ccc(-c2oc3ccc(-c4cc(OC)c(OC)c(OC)c4)cc3c2-c2ccc(OC)nc2)cc1	102.0	4.0	6.2	-4.0	0.6	-10.9	-0.4	26.3	-2.0
15	CCOC(=O)N1CCN(Cc2ccc3ccccc3c2)CC1	105.0	13.8	-5.9	-4.8	0.0	0.9	-0.1	-3.3	1.7
16	COc1cc(OC)c(C(=O)OCC(=O)N2CCOCC2)cc1OC	99.0	27.9	16.9	-1.4	0.1	-12.0	1.4	-10.8	2.6
17	Cc1ccc(CNC(=O)[C@H](Cc2ccccc2)NC(=O)C2CCNCC2)cc1	104.0	21.8	-5.9	10.0	-0.7	6.9	-0.5	-8.4	3.7
18	Cc1cc(NC(=O)CN(C)S(=O)(=O)c2ccc(-c3ccc(=O)[nH]n3)s2)ccc1Br	101.0	34.4	25.3	-8.0	-2.8	-4.6	-3.0	5.5	3.8
19	CSCC[C@H](NC(=O)NCc1cccs1)C(=O)O	96.0	16.7	-26.8	1.2	-2.3	1.2	-3.4	4.0	-9.1
20	O=C1CC(c2ccc(Cl)cc2)n2nc(N3C(=O)CCC3=O)nc2N1 (stereo unspecified)	102.0	4.4	7.4	2.4	-1.1	1.6	0.4	-0.1	1.0
21	CC(C)(C)c1ccc(C(=O)O/N=C(\N)c2ccccn2)cc1	101.0	44.9	8.4	-30.2	-1.2	0.6	-5.0	0.9	6.4
22	O=C(NCc1ccco1)c1cc(NS(=O)(=O)c2cccc([N+](=O)[O-])c2)ccc1O	102.0	24.1	5.4	18.5	-2.7	-1.4	-2.2	2.6	2.8
23	COc1ccc(CNc2nc3ccccc3s2)cc1OC	105.0	29.1	9.5	-17.8	-0.6	-7.1	-2.0	-5.9	0.3
24	CCN(CC)S(=O)(=O)c1ccc(C(=O)NCc2ccc(C)cc2)cc1	104.0	9.1	7.9	-20.7	-1.5	-17.6	-2.4	-3.2	3.4
25	O=C(Nc1ccc2c(c1)OCCO2)c1cc(-n2cnnc2)ccc1Cl	101.0	-22.8	0.4	-4.0	-2.2	5.2	-2.0	3.2	6.0
26	Nc1nc(N)c(N=O)c(OCC2CCCCC2)n1	102.0	40.9	2.9	-2.3	-4.5	7.1	-3.2	0.2	-0.4
27	Cc1cccc(Nc2nc(N)c([N+](=O)[O-])c(N3CCN(C)CC3)n2)c1	100.0	2.1	8.8	21.4	-2.9	-4.0	-1.0	0.2	6.5
28	CC(=O)Nc1cc2c(cc1NC(=O)Cn1nc(-c3ccc(F)cc3)ccc1=O)OCCO2	107.0	15.1	30.4	-12.0	-2.6	-15.9	-1.5	6.7	3.9
29	O=C(Nc1nc2ccc(S(=O)(=O)N3CCCC3)cc2s1)c1ccco1	105.0	23.4	-4.9	-1.2	-3.0	-2.1	1.8	7.7	-8.0
30	CCOc1ccc(CCNC(=O)C2CCCN(c3ncnc4c3nc3n4CCCCC3)C2)cc1 (stereo unspecified)	98.0	42.6	5.9	-58.9	-4.7	-6.0	0.1	-9.1	1.9
31	COc1ccc(C)cc1S(=O)(=O)Nc1cc(Cl)ccc1Cl	115.0	5.3	10.5	-12.8	1.0	-4.1	1.1	-12.2	3.3
32	CN(C)CCCNC(=O)c1cc(Br)ccc1O	100.0	42.1	16.2	2.2	-0.2	-3.4	-2.3	-5.5	.
33	COCCCNCC(O)C(F)(F)F (stereo unspecified)	97.0	38.5	-3.5	-5.5	-1.6	-23.6	-0.9	-4.9	-0.7
34	O=C(NCc1csc2ccccc12)Nc1cc(Cl)cc(Cl)c1	123.0	12.9	9.8	1.5	-1.6	5.2	-0.9	-0.1	4.1
35	CCOC(=O)C1=C(C)N(CCCCCC(=O)O)C(=O)NC1c1ccc(Cl)cc1 (stereo unspecified)	100.0	-1.7	13.2	-40.7	-1.4	-5.7	0.1	15.1	-3.6
36	COc1ccc(CN(C)Cc2nc3scc(-c4ccccc4)c3c(=O)[nH]2)cc1OC	102.0	-10.5	-9.7	-20.7	-2.3	-3.2	-3.1	3.9	3.3
37	CCC1CCCCN1CCNC(=O)CNS(=O)(=O)c1ccc2nc(C)sc2c1 (stereo unspecified)	103.0	-3.5	2.8	7.9	-0.4	3.2	-0.3	4.7	4.2
38	Cc1ccc(-n2ncc3c(=O)n(CC(=O)NC4CCCCC4)cnc32)cc1	100.0	-3.8	-6.6	-2.8	-0.6	-5.0	-0.3	-8.5	-3.2
39	Cc1cccc(NC(=O)c2cc([N+](=O)[O-])ccc2NCC2CCCO2)n1 (stereo unspecified)	100.0	10.8	7.4	-6.7	-2.8	3.9	-3.5	8.5	-1.8
40	CC(=O)Nc1ccc(NC(=O)C(NS(=O)(=O)c2cccc3nsnc23)C(C)C)cc1 (stereo unspecified)	102.0	42.2	13.8	-7.8	-2.3	4.1	-3.4	13.6	3.7
41	c1ccc(-n2nnnc2Oc2ccc(-n3ccnc3)cc2)cc1	106.0	-21.6	-23.1	-9.6	-3.5	-6.9	10.9*	-2.4	8.1
42	COc1ccc(CNC(=O)[C@H](Cc2c[nH]c3ccccc23)NC(=O)[C@@H]2Cc3ccccc3CN2)cc1	101.0	34.3	17.9	8.5	-1.6	-5.1	-4.1	-103.8	-6.0
43	CCN(CC)CCN1C(=O)C(=O)/C(=C(/O)c2c(C)[nH]c(C(=O)OC)c2C)C1c1ccccc1 (stereo unspecified)	102.0	3.6	-1.5	-1.1	-0.1	16.6	1.1	12.7	-1.4
44	CC(=O)Nc1cccc(NC(=S)Nc2cccc(Cl)c2C)c1	81.0	-1.3	-4.3	0.6	-1.1	1.0	0.3	-1.5	5.1
45	O=C(NCc1ccccn1)/C(=N/O)c1ccccc1	107.0	15.5	11.2	-0.8	-1.5	-16.4	-4.7	2.2	-2.8
46	Cc1cc(NC(=O)c2sccc2C)n(-c2cccc(Cl)c2)n1	95.0	-17.2	-1.7	-7.3	-3.9	6.5	-2.9	-4.4	-7.8
47	Cc1ccc(-c2nc3cc(Cl)ccc3o2)cc1	109.0	32.5	4.0	-5.9	-3.8	-3.3	-5.4	-0.8	-1.1
48	COc1cc(/C=N/O)ccc1Oc1cnccn1	93.0	18.4	2.5	-1.5	-4.8	-11.6	-1.4	16.4	-3.8
49	COc1cccc([C@@H]2Oc3ccc(Br)cc3C(=O)[C@H]2OC(=O)NC2CCCC2)c1	100.0	-1.2	-10.5	-17.9	-3.8	-10.5	-4.8	-12.1	.
50	COc1ccccc1C(=O)N/N=C(\C)c1ccc(NC(=O)Cc2ccccc2)cc1	110.0	42.6	8.8	-25.8	-1.8	-10.3	-2.8	7.1	6.0
51	COc1ccc(Br)cc1C(=O)NC(=S)Nc1ccc(Cl)c(C(=O)O)c1	102.0	5.9	8.1	-26.1	-3.3	3.0	-3.1	12.5	4.0
52	CC1(C)CC(NS(=O)(=O)c2ccc(Cl)cc2)CC(C)(C)N1	104.0	13.8	13.3	2.9	-1.4	-0.9	0.9	3.3	4.3
53	Nc1nonc1NC(=O)CSc1nc2ccccc2s1	99.0	-12.2	17.9	0.1	-3.1	-5.5	-3.3	-2.2	2.7
54	COC(=O)c1ccc(C)c(NC(=O)CCc2ccc(OC)c(OC)c2)c1	100.0	-12.2	-1.4	-3.1	-3.0	-5.0	-5.2	-4.1	4.5
55	CCOC(=O)c1sc(NC(=O)CN2CCN(c3ccccc3)CC2)nc1C	104.0	19.1	-4.3	-21.0	0.8	-0.1	-2.0	-14.4	1.3
56	CC(=C1C2C=CC1C1C(=O)NC(=O)C21)c1ccccc1 (stereo unspecified)	87.0	3.7	2.8	-3.1	0.7	-8.1	-3.0	-9.8	-0.4
57	CC(C)CN(C(=O)CSc1nnc(-c2ccco2)o1)c1c(N)n(Cc2ccccc2)c(=O)[nH]c1=O	90.0	-3.4	-0.4	-28.4	-2.0	6.8	0.9	-7.0	1.6
